# Screening results: PubChem, several laboratories
# bIAP inh: bovine intestinal alkaline phosphatase inhibitors, primary screen, selectivity assay for TNAP inhibitor project, biochemical, bovine IAP, CDP-star luminescence. purified bovine IAP, 30 min. 190,000 tested, under 10 active. inhibition, % at 20 µM;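 active means over 50% inhibition of intestinal alkaline phosphatase at 20 µM in the single-dose screen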
#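 Assay system: bovine IAP enzyme; medium: DEA buffer 100 mM, pH 9.8, with MgCl2 1.0 mM, ZnCl2 0.02 mM; doses: 20 µM single dose; incubation: enzyme reaction for 30 min at room temperature; detection: CDP-star luminescence signal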
# TNAP inh no acc: human TNAP enzyme inhibitors, primary screen, biochemical, luminescent, no phosphate acceptor, uHTS; purified TNAP, CDP-star luminescence, 30 min; inhibition, % at 20 µM; 200,000 tested, 0.26% active; AID 1012, 2008;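 active means tissue-nonspecific alkaline phosphatase inhibition above about 50% at 20 µM in the single-dose screen, limit read from the data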;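 further: 0% = DMSO negative control and 100% = EDTA positive control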
# Target sequence (P05186 whole entry, looked up): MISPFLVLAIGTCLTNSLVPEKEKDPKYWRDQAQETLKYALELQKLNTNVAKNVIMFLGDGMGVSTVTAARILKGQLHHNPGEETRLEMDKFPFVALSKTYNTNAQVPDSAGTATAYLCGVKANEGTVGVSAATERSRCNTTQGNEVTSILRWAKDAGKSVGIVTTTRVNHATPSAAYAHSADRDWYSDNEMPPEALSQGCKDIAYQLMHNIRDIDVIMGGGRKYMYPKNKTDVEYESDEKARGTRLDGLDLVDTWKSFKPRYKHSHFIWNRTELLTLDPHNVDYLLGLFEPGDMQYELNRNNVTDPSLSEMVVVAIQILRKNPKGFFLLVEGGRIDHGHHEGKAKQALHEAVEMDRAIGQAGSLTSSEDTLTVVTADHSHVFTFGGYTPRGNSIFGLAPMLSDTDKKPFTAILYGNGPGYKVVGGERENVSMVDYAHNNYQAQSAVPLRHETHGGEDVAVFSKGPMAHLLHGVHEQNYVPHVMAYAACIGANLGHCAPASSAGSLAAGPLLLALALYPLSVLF
# APP 5UTR inh: inhibitors of APP translation via 5'UTR reporter, primary screen, APP 5'UTR luciferase, SH-SY5Y cells; SH-SY5Y APP 5'UTR-luciferase reporter, luminescence; inhibition, % at 2 µM; 190,000 tested, 0.82% active; AID 1285, 2008;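 active means inhibition above a set limit, derived from the sample mean plus 3 SD, cut at about 45% in these data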; further: values of inactives mirror those of a sister screen read the other way
# RAM network inh: inhibitors of the yeast RAM network, primary screen, dse1pr::URA3 reporter, 5-FOA selection | inhibition, % at 50 µM | 190,000 tested, 1.8% active | S. cerevisiae dse1pr::URA3 reporter, 5-FOA growth OD615, 2 d; analog-sensitive cbk1-as2 kinase mutant strain | AID 868, 2007;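 active means inhibition above a set limit, 3 SD over mean compound inhibition, cut at about 8.4% in these data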;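 further: 0% = DMSO-only wells with no growth and 100% = 10 µM 1-NA-PP1 full growth; inhibition rescues growth on 5-FOA so higher OD means more RAM inhibition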
# FLuc inhib CS: firefly luciferase enzyme inhibitors, primary screen, artefact control for luciferase-based inhibitor screens, biochemical, luminescence, ATPLite. Luciferin 4-monooxygenase (Photinus pyralis), P08659. 10 min. inhibition, % at 10 µM. 200,000 tested, 1.5% active;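 active means inhibition above about 50% when tested at 10 µM, limit read from the data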
# Target sequence (P08659 whole entry, looked up): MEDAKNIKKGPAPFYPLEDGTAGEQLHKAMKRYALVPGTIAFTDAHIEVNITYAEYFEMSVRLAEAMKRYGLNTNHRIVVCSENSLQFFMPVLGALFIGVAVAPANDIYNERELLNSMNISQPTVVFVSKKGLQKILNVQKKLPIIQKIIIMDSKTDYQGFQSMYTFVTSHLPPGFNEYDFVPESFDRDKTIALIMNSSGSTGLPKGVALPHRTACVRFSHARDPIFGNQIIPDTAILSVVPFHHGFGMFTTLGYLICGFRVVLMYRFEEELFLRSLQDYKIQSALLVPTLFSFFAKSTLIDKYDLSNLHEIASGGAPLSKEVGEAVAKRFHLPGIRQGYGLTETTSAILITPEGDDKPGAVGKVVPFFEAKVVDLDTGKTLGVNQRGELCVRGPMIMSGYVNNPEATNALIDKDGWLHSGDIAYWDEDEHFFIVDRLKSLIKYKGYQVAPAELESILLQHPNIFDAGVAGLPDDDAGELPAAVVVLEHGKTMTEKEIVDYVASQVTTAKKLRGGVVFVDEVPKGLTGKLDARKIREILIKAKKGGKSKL
# FLuc act counter: FLuc activators, initial screening, artefact control for FLuc-dependent activation tests, biochemical, ATPlite luminescence; activation factor at 10 µM; ATPlite luciferase biochemical, 10 min; 0 = ATP-free wells, 1 = DMSO control; AID 1027, 2008; Luciferin 4-monooxygenase (Photinus pyralis), P08659; 200,000 tested, under 10 active;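 active means luciferase activation factor, scaled between plate controls, of at least 2 with compound at 10 µM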
#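 test system = cell-free luciferase reagent | medium = PBS as buffer for the ATP substrate | dosing = test compounds dosed from 2 mM stocks in 100% DMSO | incubation = 10 min at ambient temperature | detection = luminescence measurement of luciferase light output | benchmarks = low control with PBS replacing ATP, high control enzyme plus ATP without compound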
# TNAP inh hi DEA: human TNAP enzyme inhibitors, primary screen, biochemical, luminescent, high phosphate acceptor level, uHTS; 200,000 tested, 0.03% active; AID 1135, 2008; purified TNAP, CDP-star luminescence, 1 M DEA; inhibition, % at 20 µM; Alkaline phosphatase, tissue-nonspecific isozyme (Homo sapiens), P05186;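 active means over 50% inhibition of tissue-nonspecific alkaline phosphatase at 20 µM in the single-dose screen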;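 further: plate controls were DMSO wells for no effect and EDTA-quenched wells as full inhibition for full effect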
# Lmaj promast: Leishmania major promastigote growth inhibition, primary screen; 200,000 tested, 9% active; inhibition, % at 10 µM; Leishmania major promastigotes, resazurin fluorescence viability; in the data active means inhibition above about 50%;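 further: promastigotes grown with compound for 44 hours at 28 °C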
# bIAP activator: bovine intestinal alkaline phosphatase activators, primary screen, biochemical, bovine IAP, CDP-star luminescence; activation factor at 20 µM; AID 1016, 2008; purified bovine IAP, 30 min; hits give high values; fold of DMSO-control signal, blank-subtracted; 200,000 tested, 0.17% active; alkaline phosphatase, intestinal [Bos taurus];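 active means activation factor of 2 or more at 20 µM, a signal rise over negative controls twice the positive control's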
# TNAP act hi DEA: TNAP activators at high phosphate acceptor level, primary screen, biochemical, luminescence, uHTS; Alkaline phosphatase, tissue-nonspecific isozyme (Homo sapiens), P05186; purified TNAP, CDP-star luminescence, 1 M DEA, 30 min; hits give high values; 0 = EDTA background, 1 = DMSO-only activity; activation factor at 20 µM; 200,000 tested, under 10 active; AID 1136, 2008;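 active means activation factor at least 2 at 20 µM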
#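 Test system – human TNAP · Doses – 20 µM single point · Incubation – 30 min, room temperature · Signal – luminescent substrate turnover signal · Read-out basis – activation factor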
# * = called active by the depositor.
SMILES,bIAP inh,TNAP inh no acc,APP 5UTR inh,RAM network inh,FLuc inhib CS,FLuc act counter,TNAP inh hi DEA,Lmaj promast,bIAP activator,TNAP act hi DEA
CCCSc1nc(N)c(C#N)c(-c2ccc(C)cc2)c1C#N,8.0,-10.1,12.0,5.2,-7.3,1.1,-1.7,-2.7,0.9,1
O=C(NCc1ccc(Cl)cc1)C(=O)N/N=C/c1ccc(Br)cc1,33.6,-7.0,1.2,1.5,-6.9,1.1,-5.4,-3.4,0.7,1.1
C/C(CC(=O)N1CCN(C=O)CC1)=N\NC(=O)c1ccc(Br)cc1,-1.0,0.3,20.0,2.4,-7.0,1.1,-4.0,-4.5,1,1
CCOC(=O)C1=C(C)N(CCCCCC(=O)O)C(=O)NC1c1ccccc1OC(=O)c1cccs1 (stereo not given),15.8,-11.3,0.0,0.9,-4.0,1,-6.3,-5.0,0.8,1.1
Cc1nc(N2CCOCC2)c(C#N)c(C)c1Br,2.0,-3.9,-3.2,-0.3,-5.5,1.1,-0.8,-2.3,1,1
CC(=O)Nc1ccc(C(=O)Nc2ccc(S(=O)(=O)NCC3CCCO3)cc2)cc1 (stereo not given),11.0,-14.7,-1.5,0.8,-8.5,1.1,-7.4,-7.0,0.9,1.1
COCCNC(=O)CSc1nc2nc(C)cc(C)n2n1,10.2,-5.8,-11.4,-1.3,-4.8,1,-2.8,-3.2,0.9,1
O=C(c1ccc(Br)o1)N1CCN(c2ncccn2)CC1,9.7,-21.3,-6.6,1.2,-5.6,1.1,-6.5,4.0,0.9,1.1
Cc1ccn2cc(-c3cccc(NC(=O)c4cccs4)c3)nc2c1,9.8,-13.4,-9.8,3.1,34.4,0.7,1.9,5.1,0.9,1
Cc1cccc(OCc2nc(-c3nonc3N)no2)c1C,13.4,-2.1,-68.7,1.5,4.3,1,-5.3,-6.3,0.9,1.1
CC(=O)c1cc2c(cc1NC(=O)c1cccc(S(=O)(=O)N3CCN(C)CC3)c1)OCO2,-6.8,-11.2,-9.4,2.1,-3.8,1,-2.1,-7.3,1.1,1
Cc1ccc(N2C(SCC(=O)O)=NC(=Nc3cccc(C)c3)C23CCCC3)cc1,-12.8,-8.0,-5.0,-0.4,2.3,1,-0.6,-5.6,1.1,1
N/C(=N\OC(=O)c1ccc(F)cc1)c1ccc(Br)cc1,-12.5,-15.0,-52.3,3.3,36.0,0.6,-2.7,22.1,1.1,1
O=C(CSc1nnc(CNC(=O)c2cccs2)o1)NCC1CCCO1 (stereo not given),-2.7,0.5,-12.6,0.3,-2.6,1,2.0,-3.0,1,1
COC(=O)c1ccc(NC(=O)CNCc2ccncc2)cc1,23.4,-15.5,15.2,1.3,-5.1,1.1,2.4,56.1*,0.8,1
CC(=O)Oc1cccc2c1C(=O)c1c(OC(C)=O)cc(C(=O)O)cc1C2=O,-4.7,22.6,-7.0,3.6,-1.0,1,30.4,-6.8,1,0.7
Cc1cccc(NC(=O)CN(c2ccc(C(C)C)cc2)S(=O)(=O)c2c(C)nn(C)c2C)n1,4.9,-23.0,1.1,0.2,-6.6,1.1,-12.4,18.4,1,1.1
COc1cccc(/C=N/Nc2ncnc3c2ncn3Cc2ccccc2)c1O,-8.8,-150.2,88.3*,7.0,-5.2,1.1,-2.2,87.9*,1.1,1
COCC1CCCN(Cc2cn(-c3ccccc3)nc2-c2ccc3c(c2)OCO3)C1 (stereo not given),-1.4,-1.6,-5.6,0.4,0.6,1,-2.1,13.1,1,1
COC(=O)c1cccc(C(=O)Nc2ccc(C)cc2Br)n1,4.9,-6.2,-15.6,1.9,24.2,0.8,2.8,-12.0,1,1

# Limited to FLuc act counter, bIAP activator and bIAP inh, for some of the entries so far:
mol	FLuc act counter	bIAP activator	bIAP inh
CC(=O)Nc1ccc(C(=O)Nc2ccc(S(=O)(=O)NCC3CCCO3)cc2)cc1 (stereo not given)	1.1	0.9	11.0
COCCNC(=O)CSc1nc2nc(C)cc(C)n2n1	1	0.9	10.2
O=C(c1ccc(Br)o1)N1CCN(c2ncccn2)CC1	1.1	0.9	9.7

# Taken from above:
# In TNAP inh no acc, CCOC(=O)C1=C(C)N(CCCCCC(=O)O)C(=O)NC1c1ccccc1OC(=O)c1cccs1 (stereo not given) has the entry -11.3
# In APP 5UTR inh, CC(=O)Nc1ccc(C(=O)Nc2ccc(S(=O)(=O)NCC3CCCO3)cc2)cc1 (stereo not given) has the entry -1.5

# Later entries
SMILES,bIAP inh,TNAP inh no acc,APP 5UTR inh,RAM network inh,FLuc inhib CS,FLuc act counter,TNAP inh hi DEA,Lmaj promast,bIAP activator,TNAP act hi DEA
O=S(=O)(NC1=NCCC1)c1cccs1,-0.8,2.2,-4.0,2.0,-3.6,1,-1.4,-6.2,1,1
CCn1c(C)nc2cc(C(=O)N/N=C/c3cccc(O)c3O)ccc21,-74.2,-162.6,26.1,-0.6,66.3*,0.3,6.9,98.3*,1.7,0.9
CCOC(=O)N1CCN(C(=O)c2cn(CC)c3cc(N4CCN(C)CC4)c(F)cc3c2=O)CC1,-8.0,-8.3,-5.4,2.5,0.7,1,0.5,-6.9,1.1,1
COC(=O)c1cc(Br)c(=O)n(-c2cc(C)on2)c1,10.1,-8.0,7.6,0.5,-2.3,1,-2.8,0.6,0.9,1
Nn1c(SCc2nc3ccccc3[nH]2)nnc1C1CCCCC1,-53.4,-18.5,-23.7,3.1,-9.5,1.1,-6.7,-1.4,1.5,1.1
COCc1c(C(=O)N/N=C/c2cccc3ccccc23)nnn1-c1nonc1N,-6.0,-5.2,9.5,1.1,4.5,1,0.9,-2.6,1.1,1
C=CCNc1nc(-c2ccc(Cl)cc2)cs1,20.2,-14.0,-165.8,-0.4,41.5,0.6,-8.1,-3.5,0.8,1.1
COc1ccc(OC)c(/C=N/NC(=O)CNC(=O)c2ccc(S(=O)(=O)N3CCCC3)cc2)c1,-14.1,-3.3,4.7,0.7,1.9,1,3.8,3.6,1.1,1
COC(=O)c1cn(CC(=O)N2CCCCCC2)c2ccccc12,3.2,-4.4,2.3,0.0,-0.3,1,2.2,-0.2,1,1
COC(=O)c1ccccc1NC(=O)Nc1cc(C)cc(C)n1,10.2,-11.5,-2.4,2.0,-2.0,1,-2.9,-1.4,0.9,1
CCn1c(CNC(=O)c2cccc(C)c2)nc2ccccc21,14.0,3.3,-1.5,0.8,3.0,1,0.5,0.5,0.9,1
Cc1ccc2nc(C(F)(F)F)c(C#N)c(N)c2c1,15.4,-11.1,-1.8,0.9,-8.7,1.1,-4.9,68.0*,0.8,1
Cc1nn2c(-c3ccccc3)ccnc2c1-c1ccccc1,7.6,-12.6,-45.9,0.7,28.7,0.7,0.3,-4.3,0.9,1
CCOc1ccc(NS(=O)(=O)c2ccc(OC)c(C)c2)cc1,26.0,-20.1,9.1,2.4,-5.6,1.1,-5.3,5.5,0.7,1.1
Cc1ccc(-n2c(SCC(=O)NCc3ccc4c(c3)OCO4)nnc2-c2cccnc2)c(C)c1,-7.5,-8.1,9.6,0.8,-4.9,1,-3.1,7.6,1.1,1
COc1cc(NS(=O)(=O)c2ccc(NC(=O)/C=C/c3ccc([N+](=O)[O-])cc3)cc2)ncn1,15.3,-0.7,-13.3,6.0,-1.8,1,3.2,12.4,0.8,1
CCOC(=O)COc1c(Br)cc(/C=C2\SC(=O)N(CC(=O)N3CCCC3)C2=O)cc1OC,5.3,-5.3,-0.5,10.7*,-3.3,1,-1.1,2.1,0.9,1
COCCN(Cc1cc2cc(C)cc(C)c2nc1Cl)C(=O)Nc1ccccc1,1.8,-6.0,-5.2,2.7,-0.6,1,2.2,-1.7,1,1
O=C(COc1ccc(Cl)cc1Cl)N(Cc1ccco1)C1CCS(=O)(=O)C1 (stereo not given),-1.8,-7.4,4.0,0.2,-1.0,1,-6.4,-0.9,1,1.1
Cc1cc(/C=C2\SC(=S)N(Cc3ccco3)C2=O)c(C)n1-c1ccccc1,-3.3,5.8,-90.7,5.3,28.5,0.7,22.0,1.6,1,0.8
OCCNc1nc2ccccc2n1-c1ncnc2sc3c(c12)CCC3,-82.6,-21.1,2.0,1.5,-6.3,1.1,-11.4,60.8*,1.8,1.1
COc1ccc(C)cc1NC(=S)NC(C)c1ccc(OC)c(OC)c1 (stereo not given),10.5,-8.4,-1.6,3.4,1.9,1,-2.9,54.0*,0.9,1
COc1ccc(CCNC(=O)Nc2cccc([N+](=O)[O-])c2)cc1OC,0.9,0.5,-23.1,-1.0,3.7,1,2.4,9.1,1,1
COC(=O)[C@@H](NC(=O)CCc1nnc(-c2ccsc2)o1)C(C)C,-1.8,-4.5,-29.7,1.7,0.9,1,2.8,-6.7,1,1
COc1ccccc1OCCNC(=O)Nc1ccc(Br)cc1,5.2,-6.7,-13.4,2.9,-5.6,1.1,-1.4,12.3,0.9,1
Cc1ccc(C)c(S(=O)(=O)N2CCCOC2CNC(=O)C(=O)NCCCn2ccnc2)c1 (stereo not given),-18.2,1.8,10.3,1.9,-5.3,1.1,-3.8,-2.9,1.2,1
Cc1nnc2sc(SCC(=O)Nc3ccc(Br)cc3)nn2c1=O,-6.1,-7.8,-9.7,4.3,-0.4,1,1.2,11.2,1.1,1
COc1ccc(NC(=O)C(C)Sc2ccccc2)cc1 (stereo not given),1.6,2.7,-10.3,0.1,-7.0,1.1,-4.1,-5.2,1,1
CCOC(=O)c1c(-c2ccc(C)o2)csc1NC(=O)CN1CCCCC1,-6.3,-6.0,13.7,-0.2,4.2,1,1.1,38.5,1.1,1
O=C(CN1C(=O)c2ccccc2S1(=O)=O)NCc1ccccn1,-6.8,-3.7,-11.6,-0.1,2.9,1,-0.8,-7.8,1.1,1
CCOC(=O)c1c(N)sc2c1CCS(=O)(=O)C2,-11.0,-14.3,1.9,0.9,-4.8,1,-4.2,0.1,1.1,1
COc1ccc(-c2csc(Cc3nnc(N4CCOCC4)n3-c3ccccc3)n2)cc1,-3.0,-3.5,14.4,1.1,-7.3,1.1,-10.5,-0.4,1,1.1
O=C(N1CCOCC1)N1CCN(c2ccccc2F)CC1,1.6,7.5,17.4,-0.6,-7.2,1.1,-8.5,-1.5,1,1.1
c1ccc(Cn2nnnc2C(c2ccccc2)N2CCN(c3nc4ccccc4s3)CC2)cc1 (stereo not given),16.5,-12.8,-1.3,5.6,-1.7,1,-8.2,99.9*,0.8,1.1
